# High-throughput results deposited in PubChem BioAssay by several laboratories.
# DNA FID counter = counter-screen for HCV NS3 helicase inhibitors: DNA intercalator displacement. AID 1845. inhibition, % at 7.9 µM. DNA fluorescent intercalator displacement, fluorescence. 290,000 tested, 0.17% active; in the data active = inhibition above about 37%;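 note: 0% = vehicle and 100% = reference compound; higher means more ethidium bromide displaced from hairpin DNA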
# MEKK2mut PB1 HTS = signal of MEK5 binding to mutant human MEKK2 PB1 domain; bead flow cytometry, Alexa488-MEK5 binding to MEKK2 mutant; percent response, % at 10 µM; 290,000 tested, 0.35% active; AID 1530; in the data active = percent response above about 24%, passing the limit was not always enough; note: inactives centre near 1; some results filed as inactive read as strong as hits; reference of the scale not given here
# NALP1 inh = NALP1 inhibition; 280,000 tested, 0.61% active; inhibition, % at 10 µM; AID 2071; S. cerevisiae NALP1/ASC/caspase-1 growth, X-gal OD620, 72 h; in the data active = inhibition mostly above about 24%, no sharp cut-off; inactive = mostly below about 32%; note: some compounds called inactive have numbers as strong as hits
# PHOSPHO1 inh = blocks human PHOSPHO1 phosphatase activity; 290,000 tested, 1.1% active; recombinant PHOSPHO1, absorbance phosphatase assay; AID 1565; inhibition, % at 13.3 µM; in the data active = inhibition above about 60%
# Target sequence (Q8TCT1 whole entry, looked up): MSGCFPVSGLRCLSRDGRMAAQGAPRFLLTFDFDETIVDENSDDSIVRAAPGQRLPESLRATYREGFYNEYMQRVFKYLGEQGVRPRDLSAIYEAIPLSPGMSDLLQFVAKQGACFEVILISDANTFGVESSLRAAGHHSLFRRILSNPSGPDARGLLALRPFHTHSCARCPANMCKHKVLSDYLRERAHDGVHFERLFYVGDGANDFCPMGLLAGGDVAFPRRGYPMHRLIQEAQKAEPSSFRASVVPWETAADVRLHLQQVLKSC
# OXTR agonist = human OXTR agonism. P30559. CHO-OTR cells, Fluo-8 calcium fluorescence; normalized: DMSO 0%, oxytocin 100%. activation, % at 3 µM. 320,000 tested, 0.32% active. AID 2435;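 active = activation above the mean of all tested compounds plus 3 SD, cutoff set per screening run, cut at about 20% in these data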;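 note: peak over basal fluorescence ratio from a 100 s FLIPR kinetic read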
# GPR7 antag = human neuropeptides B/W receptor 1 antagonism | inhibition, % at 4.4 µM | AID 1861 | 290,000 tested, 1.1% active | P48145 | GPR7-expressing cells, fluorescence antagonist assay; in the data active = inhibition above about 16%, passing the limit was not always enough;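 note: cells stimulated with the agonist NPW; 0% = agonist with vehicle and 100% = vehicle without agonist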
# MEKK2wt PB1 HTS = raises or lowers MEK5 binding to wildtype human MEKK2 PB1 domain. Q9Y2U5. bead flow cytometry, Alexa488-MEK5 binding to MEKK2 WT; actives lie on both sides. binding response (% of control), % at 10 µM. 290,000 tested, 1.1% active. AID 1531; in the data active = binding response below about 67% or above about 130%
# PfM18AAP inh = PfM18AAP enzyme inhibition; inhibition, % at 7.35 µM; 290,000 tested, 1.2% active; recombinant PfM18AAP, H-Glu-NHMec fluorogenic cleavage; AID 1822;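 active = inhibition above the campaign mean inhibition over all tested compounds plus 3 SD, cut at about 28% in these data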;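 note: 0% = plate median of test compound wells and 100% = 2 mM ZnCl2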
# MEKK3 PB1 HTS = modulators (inhibitors or enhancers) of MEK5 binding to human MEKK3 PB1 domain; Q99759; bead-based flow cytometry, Alexa488-MEK5 binding to MEKK3; actives lie on both sides; 0 = blocked by unlabeled MEK5, 100 = vehicle; binding response (% of control), % at 10 µM; 290,000 tested, 1.4% active; AID 1529;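 active = binding response more than 3 SD above or below the average of its plate-row segment, actives on both sides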;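 note: Alexa488 bead fluorescence after subtracting the streptavidin-only scavenger bead signal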
# Target sequence (Q99759 whole entry, looked up, the tested form may be a part): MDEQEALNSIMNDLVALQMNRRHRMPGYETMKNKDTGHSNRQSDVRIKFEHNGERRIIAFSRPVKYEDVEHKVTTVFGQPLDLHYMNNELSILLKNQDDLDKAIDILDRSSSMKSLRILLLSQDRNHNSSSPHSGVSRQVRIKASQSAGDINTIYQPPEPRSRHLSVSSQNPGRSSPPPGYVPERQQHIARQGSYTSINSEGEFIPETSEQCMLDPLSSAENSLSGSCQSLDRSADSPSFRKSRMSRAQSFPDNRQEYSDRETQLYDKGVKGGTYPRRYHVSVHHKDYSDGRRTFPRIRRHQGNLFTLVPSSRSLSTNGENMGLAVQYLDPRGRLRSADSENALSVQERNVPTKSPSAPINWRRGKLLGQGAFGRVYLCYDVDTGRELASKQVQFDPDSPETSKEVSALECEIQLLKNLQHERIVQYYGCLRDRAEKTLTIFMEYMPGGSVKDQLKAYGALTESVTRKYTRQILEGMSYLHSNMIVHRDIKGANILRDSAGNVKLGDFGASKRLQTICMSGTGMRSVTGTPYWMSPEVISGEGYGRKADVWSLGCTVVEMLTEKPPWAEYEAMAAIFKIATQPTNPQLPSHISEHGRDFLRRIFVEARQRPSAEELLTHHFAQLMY
# An asterisk follows results filed as active; nt = not tested or not shown.
SMILES,DNA FID counter,MEKK2mut PB1 HTS,NALP1 inh,PHOSPHO1 inh,OXTR agonist,GPR7 antag,MEKK2wt PB1 HTS,PfM18AAP inh,MEKK3 PB1 HTS
COc1ccc(N=C2S/C(=C\c3ccc(Cl)c([N+](=O)[O-])c3)C(=O)N2CCN(C)C)cc1,20,69*,41,14,2.6,48*,182*,4,106
O=C(c1cnccn1)N1CCN(c2ccccc2F)CC1,-1,2,23,1,-0.3,-6,86,-1,97
c1ccc2[nH]c(SCc3cscn3)nc2c1,-1,-6,14,21,0.3,-8,99,-2,97
CCOc1cccc(N(C(=O)C2COc3ccccc3O2)C(C(=O)NC2CCCCC2)c2ccc(O)cc2)c1 (configuration not stated),-2,-2,5,15,0.1,-3,92,3,96
CC1CCCC(C)N1S(=O)(=O)c1ccc(NC(=O)c2ccccc2C(=O)N2CCOCC2)cc1 (configuration not stated),-27,-5,25,-7,0.3,11,93,-7,100
O=C(Nc1ccc(-c2noc(-c3ccccc3F)n2)cc1)c1cccs1,-1,-1,30,8,1.1,-14,98,-4,102
COC(=O)Cc1csc(/N=C/c2c(O)n(-c3cccc(C(F)(F)F)c3)c(=O)c3ccccc23)n1,-3,-3,3,-3,0.4,-8,94,-2,93
N#CC1=C(N)Oc2n[nH]c(-c3cccs3)c2C1c1ccccc1C(=O)O (configuration not stated),-11,-7,-3,24,-0.6,-4,94,3,99
COc1ccc(C(C(=O)NCC2CCCO2)N(C(=O)c2snc(C(N)=O)c2N)c2ccccc2C)cc1OC (configuration not stated),-39,4,21,24,-0.6,-4,100,3,100
CCOC(=O)N1CCN(CC(=O)Nc2sc(CC)cc2C(=O)c2ccc(OC)cc2)CC1,-29,-3,15,7,-1.6,-7,105,-10,104
Cc1cccc(-n2ncc(C(=O)NC3CCCC3)c2C2CCN(C(=O)OC(C)(C)C)CC2)c1,-43,4,23,19,-1.1,-3,98,3,100
CC1(c2ccc(Cl)cc2)NC(=O)CS1 (configuration not stated),1,-4,-3,-3,0.2,-4,97,-7,98
Cc1cc(C)nc(NS(=O)(=O)c2ccc(NC(=O)c3ccc(N4C(=O)CCC4=O)cc3)cc2)n1,-14,-2,31,-2,0.2,-13,100,-3,101
Cc1cc(C)cc(NC(=O)C(NCC2CCCO2)c2ccccc2)c1 (configuration not stated),0,0,nt,-1,-1.0,-4,103,1,117
Cc1nn(C)c(C)c1CN(Cc1nc(-c2ccc(F)cc2F)oc1C)C1CC1,-20,-4,2,5,0.0,-17,99,1,98
O=C(Nc1ccc2c(c1)C(=O)N(c1ccccc1)C2=O)c1cccs1,14,-8,-12,21,1.6,-8,95,-6,101
COC(=O)c1ccccc1Sc1ncnc2onc(C)c12,-7,-2,-3,-31,-0.6,6,101,-20,107
CCOC(=O)N(CC)OC(=O)Nc1ccc(Cl)cc1,3,4,18,-3,1.8,-8,95,-10,104
CS(=O)(=O)N1CCN=C1SCc1ccc([N+](=O)[O-])cc1,3,1,13,-13,-0.5,-1,97,2,102
CCCCN(Cc1ccccc1)S(=O)(=O)c1ccc2c(c1)n(C)c(=O)c(=O)n2C,-5,-3,nt,-2,0.5,3,93,-12,99
CCN(CC)S(=O)(=O)c1ccc(N/N=C(\C)c2cccnc2)nc1,-19,0,19,39,-0.6,6,103,-4,106
O=C(c1ccc2c3c(cccc13)CC2)C1CCCN(C(=O)c2ccc[n+]([O-])c2)C1 (configuration not stated),-23,-9,-5,32,-0.2,-4,93,2,85
CCS(=O)(=O)Nc1cccc(-c2ccc3nnc(-c4cccnc4)n3n2)c1,-11,12,-4,53,0.7,-5,102,3,101
O=C1CCCN2N=C(SCC(=O)Nc3ccc([N+](=O)[O-])cc3)SC2=N1,2,4,5,-6,4.8,0,104,-11,102
CCS(=O)(=O)Nc1ccc(C2=NN(C(=O)c3ccccc3)C(c3cccs3)C2)cc1 (configuration not stated),-20,-7,27,18,-0.8,15,95,-5,96

# Next structures:
SMILES,DNA FID counter,MEKK2mut PB1 HTS,NALP1 inh,PHOSPHO1 inh,OXTR agonist,GPR7 antag,MEKK2wt PB1 HTS,PfM18AAP inh,MEKK3 PB1 HTS
Cc1noc(C)c1COC(=O)c1ccccc1Oc1ccccc1,-19,1,38,-17,-1.9,-3,98,0,100
Cc1cc(C)cc(NC(=O)Cn2c(=O)oc3cc(S(=O)(=O)N4CC(C)CC(C)C4)ccc32)c1 (configuration not stated),-8,13,12,1,-0.2,-14,118,-1,114
CS(=O)(=O)N(CC(=O)NCCSCc1ccccc1)c1ccccc1,-11,-8,-12,37,0.0,2,92,-6,99
O=C(O)C(Cc1ccccc1)N1Cc2ccccc2C1=O (configuration not stated),0,4,2,9,0.4,-3,106,-6,102
O=C(c1ccc2c(c1)N(Cc1ccccc1)CCS2)N1CCOCC1,-39,-1,8,12,-0.9,14,100,7,101
COc1ccc(-c2cc(C(=O)N3CCN(C(c4ccccc4)c4ccccc4)CC3)no2)cc1,2,4,-9,-10,2.4,-7,110,3,110
O=C(c1ccc([N+](=O)[O-])cc1[N+](=O)[O-])n1cnc2ccccc21,9,0,-1,-4,-0.9,3,102,7,107
CC(C)CN1CN(Cc2ccccc2)CNC1=S,-14,-4,19,0,-1.0,-3,99,11,100
CC1CCCCN1CC(=O)Nc1ccc2c(c1)OC(F)(F)O2 (configuration not stated),3,-2,13,57,0.3,1,109,-4,110
S=C(Nc1cccc(Br)c1)c1ccccc1,13,-3,26,3,-2.2,13,100,-9,95
O=C(Nc1ccccc1)c1ccc(S(=O)(=O)N2CCOCC2)cc1,-4,10,17,30,1.5,4,135*,13,136*
Cc1cccc(C(=O)N2CCCC(c3nc(-c4ccc(C)o4)no3)C2)c1 (configuration not stated),-32,-8,22,-4,0.1,-3,92,-4,100
CC(=O)NS(=O)(=O)c1ccc(NC(=S)Nc2ccccc2)cc1,-3,5,8,24,-0.1,-22,106,2,106
O=C1C(=O)c2ccccc2C(O)=C1CCCCl,-2,-6,13,-2,-1.8,-2,93,8,95
CC(=O)N1CCN(c2ccccc2NC(=O)c2ccc(Br)o2)CC1,-37,2,6,30,-0.1,-19,102,0,102
O=C(NCCc1ccc(C(F)(F)F)cc1)C1CCC(=O)N(CCCc2ccccc2)C1 (configuration not stated),-44,0,5,12,4.0,15,108,5,101
CCC1CCCCN1S(=O)(=O)c1ccc(C(=O)N(CCCN(C)C)c2nc3cc4c(cc3s2)OCO4)cc1 (configuration not stated),39*,24*,27,38,5.4,18,156*,-10,109
Cc1cc(C)cc(NC(=S)NCc2ccncc2)c1,-7,7,6,37,0.1,-10,105,10,102
O=C(/C=C/c1cccc([N+](=O)[O-])c1)NCCSCc1cccc(Cl)c1,-3,0,21,3,-0.6,-2,105,-2,108
COc1ccc(-c2ccc(NS(=O)(=O)c3cc([N+](=O)[O-])c(C)c([N+](=O)[O-])c3)cc2)nn1,-19,3,-2,24,0.3,-15,102,0,102
O=C(O)CCN(CCC(=O)O)c1nnc(SCc2ccccc2)s1,0,4,21,-25,-0.4,4,107,0,105
CCOC(=O)c1ccc2ncc(-c3ccccc3)nc2c1,2,-8,-9,-22,nt,-4,101,-5,104
Cc1ccc(C)c(OCCC(=O)OCC(=O)N2CCN(c3ccccc3)CC2)c1,-45,-5,17,36,1.1,7,103,8,101
Cc1cc(C)nc(Nc2n[nH]c(COc3cccc4ccccc34)n2)n1,-5,nt,6,-1,nt,-5,nt,2,nt
C#CCN1C(=O)S/C(=C/C=C/c2ccc(N(C)C)cc2)C1=O,-6,-2,31,-13,35*,15,78,-5,97

# Compound profiles (already shown). Order of screens: DNA FID counter, MEKK2mut PB1 HTS, NALP1 inh, PHOSPHO1 inh, OXTR agonist, GPR7 antag, MEKK2wt PB1 HTS, PfM18AAP inh, MEKK3 PB1 HTS
# O=C(O)C(Cc1ccccc1)N1Cc2ccccc2C1=O (configuration not stated) reads 0, 4, 2, 9, 0.4, -3, 106, -6, 102
# O=C1C(=O)c2ccccc2C(O)=C1CCCCl reads -2, -6, 13, -2, -1.8, -2, 93, 8, 95
# Cc1ccc(C)c(OCCC(=O)OCC(=O)N2CCN(c3ccccc3)CC2)c1 reads -45, -5, 17, 36, 1.1, 7, 103, 8, 101

# Additional results.
SMILES,DNA FID counter,MEKK2mut PB1 HTS,NALP1 inh,PHOSPHO1 inh,OXTR agonist,GPR7 antag,MEKK2wt PB1 HTS,PfM18AAP inh,MEKK3 PB1 HTS
CC(CCc1ccccc1)NC(=O)COC(=O)c1cccc(N(C)C)c1 (configuration not stated),-30,3,6,10,-1.7,-4,107,-3,106
Cc1cccc(OCCCn2c(CCNC(=O)C(C)C)nc3ccccc32)c1,-26,3,12,0,0.0,-5,105,5,105
CCCC(=O)N(CCc1ccc(OC)cc1)Cc1nc2ccccc2c(=O)[nH]1,-23,0,6,6,3.1,6,100,6,95
OC(CNCc1ccc(F)cc1)(c1ccc(F)cc1)c1ccc(F)cc1,16,4,-16,32,1.4,34*,117,3,105
O=C(CSCCNS(=O)(=O)c1ccccc1)Nc1ccccc1,-1,8,18,5,3.4,-6,101,-9,101
COc1cccc(-c2nc3n(n2)C(c2ccccc2Cl)C(C(N)=O)=C(C)N3)c1 (configuration not stated),-5,2,-2,16,-1.1,-7,103,-5,98
COc1ccccc1COc1ccc2c(C)c(CC(=O)O)c(=O)oc2c1C,-16,-3,24,33,-0.7,7,99,-4,99
Cc1cc(=O)oc(C)c1C(=O)O,4,5,0,-1,0.2,-8,97,-6,100
CCn1c(C)nc2c(=O)oc3ccccc3c21,5,-1,-2,20,0.2,-12,96,0,101
Cc1cc(C)n(-c2ccc(F)cc2CN2CCN(Cc3ccccc3)C(CCO)C2)n1 (configuration not stated),-5,3,0,52,-0.4,-2,103,6,103
CC(Cc1c[nH]c2ccccc12)NC(=O)OCCCl (configuration not stated),2,-3,-2,-24,1.8,-17,97,-12,101
O=C(C1=C[C@@H](c2ccc3c(c2)OCO3)C[C@@H](OCCCCO)O1)N1CCOCC1,-11,0,7,30,-0.2,-1,102,-2,100
COc1ccc(NC(=S)N2CCC(c3nc4ccc(Cl)cc4[nH]3)CC2)c(OC)c1,-6,nt,11,45,-1.1,-9,nt,1,nt
COC(=O)c1cccc(OCC(O)Cn2ccnc2)c1 (configuration not stated),9,7,5,-12,-0.4,16,107,-8,103
CCCCNC(=O)c1c(C)cc(=O)oc1C,-6,5,-2,-21,-0.7,5,102,-3,102
O=C(O)c1ccc(Cl)c(S(=O)(=O)N(Cc2ccccc2)c2ccc(F)cc2)c1,-4,4,20,23,0.2,-6,99,1,101
Cn1cc(C(=O)C(=O)N2CCOCC2)c2ccccc21,0,3,10,41,0.0,-15,101,-7,95
CN(C)NC(=O)C(NC(=O)c1ccc(N)cc1)C12CC3CC(CC(C3)C1)C2 (configuration not stated),-17,-5,27,-11,-1.1,-3,93,5,100
CC(CCc1ccccc1)NC(=O)CN1CCN(Cc2ccccc2)C1=O (configuration not stated),-27,6,6,13,-1.3,2,110,3,111
CC(=O)Nc1ccc(S(=O)(=O)N2CCN(C(=O)N3CCCCC3)CC2)cc1,-5,3,5,-8,0.8,-9,109,5,111
COc1ccc(S(=O)(=O)N2CCCC(C(=O)NCc3ccncc3)C2)cc1 (configuration not stated),-5,16,16,9,-0.5,-6,109,-2,109
Cc1ccc(C(=O)NCCc2nnc(SCC(=O)Nc3cccc(C(=O)O)c3)n2C)cc1,-20,-1,8,-50,nt,-6,103,-9,100

# Compounds listed so far with an aryl thioether with sulfur outside any ring (four):
SMILES,DNA FID counter,MEKK2mut PB1 HTS,NALP1 inh,PHOSPHO1 inh,OXTR agonist,GPR7 antag,MEKK2wt PB1 HTS,PfM18AAP inh,MEKK3 PB1 HTS
c1ccc2[nH]c(SCc3cscn3)nc2c1,-1,-6,14,21,0.3,-8,99,-2,97
COC(=O)c1ccccc1Sc1ncnc2onc(C)c12,-7,-2,-3,-31,-0.6,6,101,-20,107
O=C(O)CCN(CCC(=O)O)c1nnc(SCc2ccccc2)s1,0,4,21,-25,-0.4,4,107,0,105
Cc1ccc(C(=O)NCCc2nnc(SCC(=O)Nc3cccc(C(=O)O)c3)n2C)cc1,-20,-1,8,-50,nt,-6,103,-9,100
